Compound activity: PubChem, several laboratories
Bcl-XL Bim block = disrupts Bim peptide binding to human Bcl-XL; Q07817; bead flow cytometry, fluorescence; inhibition, % at 10 µM; hit rate 0.04% among 190,000
Mcl1 Bid PPI = disrupts binding of human Mcl-1 to Bid peptide; Q07820; inhibition, % at 21.7 µM; TR-FRET Mcl-1/Bid-Dy647 peptide binding, 1536-well; hit rate 0.97% among 220,000;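 active = compounds that cut the binding signal by more than half at the single screening dose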;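 also: His-tagged Mcl-1 with europium anti-His antibody binding Bid BH3 peptide; 0% = Mcl-1 plus peptide wells and 100% = peptide-only wells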
Bcl-B Bim block = inhibitors of Bim-Bcl-B interaction, human | Q9HD36 | bead-based flow cytometry, Bim peptide-Bcl-B binding | inhibition, % at 10 µM | hit rate 0.073% among 190,000;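 also: 0% = tracer peptide without compound and 100% = reference inhibitor peptide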
Target sequence (Q9HD36 whole entry, looked up): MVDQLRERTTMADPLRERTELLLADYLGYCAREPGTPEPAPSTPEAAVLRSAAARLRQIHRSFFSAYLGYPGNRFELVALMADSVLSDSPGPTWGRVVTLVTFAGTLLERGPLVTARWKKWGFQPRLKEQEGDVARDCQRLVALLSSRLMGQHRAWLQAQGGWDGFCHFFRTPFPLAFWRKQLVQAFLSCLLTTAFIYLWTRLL
GSH fluor = GSH bead compound fluorescence profile; GSH beads flow cytometry, compound fluorescence 488/530 nm; stronger effect = higher value; fluorescence (KMESF) at 10 µM; hit rate 0.25% among 190,000; AID 1776; in the data active = fluorescence above about 89;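 also: glutathione beads carrying GST-tagged Bcl family fusion proteins plus one bare bead set; values are compound well signal with DMSO vehicle wells as background; inactives centre near 16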
RGS8-Gao = human RGS8-Galphao interaction regulation | hit rate 0.34% among 220,000 | P09471 | response (percent of control binding), % at 10 µM | multiplexed bead flow cytometry, RGS8-Galphao binding; actives lie on both sides; in the data active = response below about 60% or above about 140%; inactive = in between;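 also: Galphao activated as the GDP aluminium fluoride complex binding bead-coupled RGS8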
Target sequence (P09471 whole entry, looked up): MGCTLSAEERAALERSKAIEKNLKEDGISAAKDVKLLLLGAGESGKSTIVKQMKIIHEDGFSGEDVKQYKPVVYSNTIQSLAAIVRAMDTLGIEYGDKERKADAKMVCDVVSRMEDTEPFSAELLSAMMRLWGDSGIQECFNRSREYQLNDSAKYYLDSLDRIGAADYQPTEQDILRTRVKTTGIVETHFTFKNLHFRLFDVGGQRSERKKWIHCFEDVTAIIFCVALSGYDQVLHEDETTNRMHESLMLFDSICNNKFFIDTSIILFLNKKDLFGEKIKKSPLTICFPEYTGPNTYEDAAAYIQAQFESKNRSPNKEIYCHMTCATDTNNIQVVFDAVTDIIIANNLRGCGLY
Bim-Bcl-2 = disrupts Bim peptide binding to human Bcl-2. P10415. Bead-based flow cytometry, Bim peptide-Bcl-2 binding. inhibition, % at 10 µM. hit rate 0.06% among 190,000. AID 950; in the data active = inhibition above about 40%; inconclusive = no clear call, values can overlap the other calls;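 also: 0% = no compound wells with probe peptide and 100% = reference peptide inhibitor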
Target sequence (P10415 whole entry, looked up): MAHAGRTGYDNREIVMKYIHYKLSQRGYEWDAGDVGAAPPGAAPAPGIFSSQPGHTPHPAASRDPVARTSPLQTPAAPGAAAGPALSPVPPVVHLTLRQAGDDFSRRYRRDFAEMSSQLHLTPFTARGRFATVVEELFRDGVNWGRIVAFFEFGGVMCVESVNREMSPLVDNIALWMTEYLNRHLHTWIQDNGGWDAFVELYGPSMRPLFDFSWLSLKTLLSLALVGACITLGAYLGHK
RGS7-Gao = human RGS7-Galphao interaction regulation | hit rate 0.35% among 220,000 | AID 1439 | binding response (% of control), % at 10 µM | Multiplexed bead flow cytometry, RGS7-Galphao binding; actives lie on both sides | P09471; in the data active = binding response below about 49% or above about 150%; inconclusive = no clear call, values can overlap the other calls; inactive = in between;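 also: fluorescent Galphao held in activated GDP-AlF4 state binding bead-coupled RGS7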
RGS4-Gao reg = modulates binding of RGS4 to human Galphao | binding response (% of control), % at 10 µM | Multiplexed bead flow cytometry; actives lie on both sides | AID 1415 | P09471 | hit rate 0.33% among 220,000; in the data active = binding response below about 49% or above about 150%; inactive = in between;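 also: fluorescent Galphao activated with aluminum fluoride binding bead-coupled RGS4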
Bim-Bfl-1 = disrupts Bim binding to human Bfl-1; Q16548; Bead-based flow cytometry, Bim-Bfl-1 binding inhibition; inhibition, % at 10 µM; hit rate 0.12% among 190,000; AID 1008;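 also: 0% = wells without compound plus tracer and 100% = blocker peptide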
Mcl-1 Bim block = inhibitors of Bim-Mcl-1 interaction, human. Q07820. Bead-based flow cytometry, Bim peptide-Mcl-1 binding. inhibition, % at 10 µM. hit rate 0.1% among 190,000. AID 1009;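 also: 0% = no compound tracer wells and 100% = peptide blocker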
Bcl-W Bim block = disrupts Bim peptide binding to human Bcl-W; Q92843; bead-based flow cytometry; inhibition, % at 10 µM; hit rate 0.02% among 190,000; AID 952;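 also: 0% = bound tracer without compound and 100% = peptide blocker; higher means less fluorescent Bim peptide bound to Bcl-W beads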
Target sequence (Q92843 whole entry, looked up): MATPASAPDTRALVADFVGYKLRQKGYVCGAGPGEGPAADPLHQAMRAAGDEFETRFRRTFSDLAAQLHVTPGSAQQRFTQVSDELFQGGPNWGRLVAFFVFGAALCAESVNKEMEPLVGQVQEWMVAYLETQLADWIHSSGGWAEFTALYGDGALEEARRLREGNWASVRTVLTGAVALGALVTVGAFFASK
Starred values were filed as active, the others as inactive; ? = inconclusive; & = joins results of further samples. Rule as the data show it, unless noted: active = inhibition above about 40%.

A first look, 2 compounds:
Bcl-XL Bim block,Mcl1 Bid PPI,Bcl-B Bim block,GSH fluor,RGS8-Gao,Bim-Bcl-2,RGS7-Gao,RGS4-Gao reg,Bim-Bfl-1,Mcl-1 Bim block,Bcl-W Bim block,canonical_smiles
-5.0,-15.0,-8.0,36,99.9,-8.0,97.9,100.2,-20.0,0.0,-1.0,O=[N+]([O-])c1cc(S(=O)(=O)N2CCCC2)ccc1N/N=C/c1cccs1
1.0,-58.5,-3.0,24,98.1,-5.0,101.4,94.5,-3.0,-4.0,-1.0,CCOC(=O)c1c(C)c(C(=O)NCc2ccccn2)c(C)n1CC

The list itself, previewed entries included:
Bcl-XL Bim block,Mcl1 Bid PPI,Bcl-B Bim block,GSH fluor,RGS8-Gao,Bim-Bcl-2,RGS7-Gao,RGS4-Gao reg,Bim-Bfl-1,Mcl-1 Bim block,Bcl-W Bim block,canonical_smiles
-5.0,-15.0,-8.0,36,99.9,-8.0,97.9,100.2,-20.0,0.0,-1.0,O=[N+]([O-])c1cc(S(=O)(=O)N2CCCC2)ccc1N/N=C/c1cccs1
1.0,-58.5,-3.0,24,98.1,-5.0,101.4,94.5,-3.0,-4.0,-1.0,CCOC(=O)c1c(C)c(C(=O)NCc2ccccn2)c(C)n1CC
-6.0,-15.4,-3.0,15,97.6,-5.0,99.9,102.9,0.0,-2.0,-5.0,O=C(NCC(c1cccs1)N1CCOCC1)c1ccccc1NS(=O)(=O)c1ccc(Br)cc1 (stereo not drawn)
-4.0,-19.0,-4.0,11,102.9,-5.0,101.3,102.7,0.0,-3.0,-4.0,Cc1ccc(S(=O)(=O)Nc2ccc(NC(=O)Nc3ccc(F)cc3F)cc2)cc1
3.0,27.0,-3.0,16,107.3,2.0,102.3,102.4,-1.0,2.0,1.0,Cn1c(-c2ccc3c(c2)OCO3)cnc1NCc1ccc(Cl)cc1
-5.0,-18.9,-5.0,15,100.6,1.0,100.0,99.2,-12.0,3.0,2.0,Cc1ccc(NS(=O)(=O)c2ccc(CCC(=O)NCCO)cc2)cc1
1.0,0.8,-2.0,8,101.7,-1.0,97.3,97.1,-1.0,0.0,0.0,Cn1c(N)c(C(=O)COC(=O)CCC(=O)c2cccs2)c(=O)n(C)c1=O
-4.0,6.3,-5.0,10,105.1,-5.0,105.7,101.0,-6.0,-3.0,-4.0,OCCN(CCO)CC(O)COc1ccc(C23CC4CC(CC(C4)C2)C3)cc1 (stereo not drawn)
-14.0,10.4,-4.0,36,101.6,-7.0,99.9,100.7,-11.0,-1.0,1.0,CCCCCCc1ccc(OCC(=O)O)cc1OCC(=O)O
-3.0,-57.6,-5.0,8,102.9,-1.0,103.3,100.4,0.0,-2.0,-4.0,CCNC(=S)NNC(=O)CCn1cc(C)cn1
-1.0,-29.0,-4.0,18,108.5,-4.0,109.1,107.2,-7.0,-2.0,-3.0,COc1c(C)cc(Br)cc1C(=O)Nc1ccccc1C
-5.0,-69.1,-42.0,3,82.1,1.0,97.1,97.0,15.0,-9.0,2.0,COc1ccc(N=C(NN)c2ccc3ccccc3n2)cc1
0.0,-13.8,-3.0,8,105.6,-3.0,104.3,103.0,-8.0,0.0,2.0,O=C(Cn1nnc(-c2ccccc2)n1)N1CCN(c2ccc(F)cc2)CC1
0.0,-19.6,0.0,12,99.5,0.0,94.3,98.5,-2.0,0.0,1.0,O=C(CCN1C(=O)COc2ccccc21)NCCN1CCc2ccccc2C1
-4.0,4.2,-3.0,19,103.8,-13.0,96.2,100.5,-10.0,-3.0,-3.0,COc1ccc(NC(=O)c2cnn3c(C(F)(F)F)cc(-c4ccco4)nc23)cc1OC
-3.0,-4.1,-6.0,22,98.5,-10.0,99.0,101.4,-16.0,-3.0,-1.0,Cc1nonc1OCCn1nnnc1N
-4.0,0.9,-2.0,15,96.7,8.0,98.4,93.3,0.0,-2.0,-4.0,CC(C)Oc1ccc(S(=O)(=O)N(C(C)C)C(C)C)cn1
0.0,-9.7,-1.0,64,97.6,-3.0,93.4,98.2,-5.0,0.0,2.0,CC1CCN(CCc2nc3cc(NC(=O)NC4CCCCC4)ccc3n2C)CC1
0.0,-2.9,-5.0,13,99.5,0.0,?,101.5,-5.0,0.0,1.0,CCOc1ccc(CNC2CCCc3ccccc32)cc1 (stereo not drawn)
0.0,-53.8,1.0,13,96.0,1.0,99.1,101.4,0.0,0.0,-1.0,CCSc1nnc(NC(=O)c2ccc(Br)s2)s1
0.0,-46.6,-6.0,57,96.8,-6.0,98.5,99.7,-13.0,1.0,0.0,COC(=O)c1ccccc1NC(=O)CN1CCN(C23CC4CC(CC(C4)C2)C3)CC1
-1.0,-19.3,-5.0,16,102.0,-5.0,99.3,101.0,-5.0,1.0,0.0,CCOC(=O)C1=C(O)/C(=C/N(C)C)N=C1C
1.0,2.2,0.0,24,110.7,0.0,113.3,109.7,0.0,0.0,0.0,COC(=O)c1ccc(-n2cnc(Cl)n2)c(F)c1
0.0,-22.0,0.0,17,101.5,0.0,99.3,99.2,3.0,-4.0,-1.0,Clc1ccc(-c2ccnc(-n3cccc3)n2)s1
-2.0,22.8,0.0,17,103.2,0.0,100.1,97.8,1.0,-1.0,-2.0,CC1(C)NC(C)(C)C(O)(C(N)=O)C1=O (stereo not drawn)
-6.0,-22.4,-8.0,19,101.4,-6.0,98.9,99.3,-5.0,-4.0,-4.0,Cc1nn(C)c(C)c1NC(=O)c1cnn2c(C(F)F)cc(-c3ccccc3)nc12
0.0,-2.8,0.0,65,102.3,-4.0,102.2,103.1,-3.0,0.0,0.0,C1=C(c2ccccc2)Nc2nnnn2C1c1cccs1 (stereo not drawn)
0.0&-4.0,-8.7&-25.4,1.0&0.0,20&21,99.6&103.9,1.0&-2.0,105.2&103.0,101.2&100.5,0.0&0.0,0.0&-5.0,1.0&0.0,CC1(C)S[C@@H]2[C@H](NC(=O)[C@H](N)c3ccccc3)C(=O)N2[C@H]1C(=O)O
1.0,-5.9,0.0,13,102.2,2.0,92.2,101.2,1.0,-1.0,-2.0,Cc1ccccc1OCC(O)CN1CCN(CC(O)COc2ccccc2C)CC1 (stereo not drawn)
2.0,-23.9,-7.0,44,103.7,-7.0,103.8,102.9,-9.0,-2.0,3.0,Cc1nn(Cc2ccccc2Cl)c(C)c1C(=O)NCc1ccco1
-5.0,-4.0,-14.0,38,97.7,-9.0,99.5,96.6,-15.0,-3.0,-3.0,CCCCN(C)CCCNC(=O)c1cccc(N2CCCC2=O)c1
-3.0,16.7,2.0,35,85.7,5.0,105.5,106.6,9.0,3.0,6.0,Clc1ccc(Cl)c(-c2nn3c(COc4ccccc4)nnc3s2)c1
-2.0,-19.0,-2.0,23,101.3,-4.0,101.5,102.5,-3.0,-3.0,-5.0,CCOc1ccc(NC(=O)c2ccncc2)cc1
0.0,-14.0,-2.0,11,104.1,0.0,99.9,101.3,-1.0,-2.0,-1.0,CC1C(=O)Nc2ccccc2N1C(=O)C1CC1 (stereo not drawn)
-4.0,-0.1,-3.0,10,100.5,-4.0,94.9,97.3,-6.0,-3.0,-3.0,NS(=O)(=O)c1ccc(NC(=S)Nc2ccc(OCc3ccccc3)cc2)cc1
-2.0,-17.6,-4.0,15,100.6,0.0,104.1,99.8,-3.0,-4.0,0.0,c1ccc(C(c2ccccc2)c2noc(CN3CCN(C4CCCC4)CC3)n2)cc1
-2.0,-11.6,-5.0,24,102.1,-2.0,100.7,102.3,2.0,-4.0,-2.0,COc1ccc(CC(=O)n2nc(-c3ccccc3)nc2NCc2ccco2)cc1
-2.0,0.8,-5.0,9,102.8,-12.0,97.5,101.3,-26.0,0.0,-3.0,COc1cccc(/C=C2\SC(=O)N(CCC(=O)NNC(=O)c3ccccc3Cl)C2=O)c1
-3.0,-20.1,-4.0,4,97.4,2.0,99.9,96.7,3.0,-1.0,0.0,COc1cccc(NC(=O)CCP(C)(=O)O)c1
0.0,-9.5,-3.0,8,105.3,-5.0,100.8,103.9,0.0,-2.0,-3.0,CCOC(=O)N1CCN(C(=O)c2ccc(NC(C)=O)cc2)CC1
-2.0,-33.5,0.0,16,100.5,-4.0,100.8,98.7,-3.0,-2.0,0.0,C=CCc1cc(C)ccc1OCCOCCC(C(=O)OCC)C(=O)OCC
-6.0,-13.7,-8.0,19,110.3,-9.0,105.0,106.5,-10.0,0.0,-3.0,CC(=O)Nc1cc(-c2nn3c(C)nnc3s2)ccc1C
-6.0,-35.4,-14.0,20,99.5,-3.0,100.4,99.3,-3.0,-1.0,-3.0,CC(C)OC(=O)CC1C(=O)NCCN1C(=S)NC(=O)c1ccccc1 (stereo not drawn)
-8.0,-2.6,-8.0,14,93.8,-7.0,91.4,92.3,-5.0,-1.0,-5.0,CC(c1ccccc1)N1C(=O)C2C3CCC(C3)C2C1=O (stereo not drawn)
-3.0,-19.2,-7.0,5,101.8,-5.0,94.8,100.1,-12.0,0.0,-3.0,CC(C(=O)NCC1CCCO1)N(C(=O)c1snc(C(N)=O)c1N)c1ccccc1 (stereo not drawn)
-1.0,-11.3,0.0,21,98.1,1.0,100.1,99.6,0.0,0.0,-1.0,COc1ccc2c(c1)OC(O)(C(F)(F)F)CC2=O (stereo not drawn)
-6.0,9.6,-13.0,20,100.8,-2.0,99.3,98.5,-3.0,-5.0,-7.0,COc1ccc(N(C(=O)c2cccnc2)S(=O)(=O)c2ccc3c4c(cccc24)C(=O)N3C)cc1
-6.0,-24.3,-6.0,33,101.7,-8.0,99.6,101.2,-13.0,-2.0,0.0,CCCC(=O)NC(c1ccco1)c1c(O)ccc2ccccc12 (stereo not drawn)
-5.0,-54.0,-5.0,16,97.0,-7.0,99.2,96.6,-11.0,-4.0,-6.0,Cc1c(C(=O)N/N=C/c2cccs2)nc2ccccn12
-1.0,27.9,-1.0,11,105.5,0.0,102.2,100.1,-5.0,0.0,-3.0,COc1cc(OC)cc(C(=O)N2CCN(Cc3ccccc3[N+](=O)[O-])CC2)c1
-5.0,-64.0,4.0,6,112.4,2.0,108.3,106.6,6.0,-3.0,-2.0,Cc1cccc(NC(=S)N2CCN(c3cc(C)ccc3C)CC2)c1
-6.0,10.2,-12.0,29,106.3,-12.0,102.2,103.0,-14.0,-4.0,-2.0,O=C(Cc1cccc2ccccc12)Nc1ccc(-c2cc3ccccc3oc2=O)cc1
-1.0,-7.3,-1.0,67,97.3,-2.0,97.9,97.6,1.0,1.0,1.0,O=C1CN(CC(=O)N2CCCCC2)c2ccccc2O1
-2.0,13.5,-8.0,10,103.9,-5.0,102.3,101.3,-10.0,-4.0,1.0,CCOc1ccc(OCCSc2nc3ccccc3o2)cc1
-6.0,-5.0,-8.0,12,99.8,-7.0,99.5,100.3,-5.0,-5.0,-4.0,Cc1cccc(NC(=O)CCC(=O)N/N=C/c2ccco2)c1C
2.0,-5.5,2.0,8,103.7,0.0,98.2,98.9,2.0,1.0,2.0,Cc1cccc(-c2noc(Cc3ccccc3)n2)c1
-2.0,3.4,0.0,17,98.4,-2.0,100.1,100.2,0.0,-3.0,0.0,O=C(CCSc1ccccc1)Nc1nc2c(s1)CCCC2
-18.0,-3.2,-11.0,39,99.8,-9.0,103.2,100.2,-11.0,-1.0,0.0,CCOC(=O)C(NC(=O)Nc1ccc(F)cc1)(OCC)C(F)(F)F (stereo not drawn)
